DDE Tn6 FP inh – inhibitors of Tn6 peptide binding to fibrin DD(E), primary screen, biochemical, fluorescence polarization, human fibrin, Tn6 probe | Fibrinogen beta chain (Homo sapiens), P02675 | Fibrin DD(E) TRITC-Tn6 fluorescence polarization displacement | inhibition, % at 8.3 µM | 0.21% of 370,000 active | AID 720509, 2013;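 active = inhibition above a per-campaign cutoff: mean of compounds within control limits plus 3 SD, cut at about 15% in these data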;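 note: 0% = median of all compound wells on the plate and 100% = blocking peptide control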
DDE Tn7 FP inh – inhibitors of Tn7 peptide binding to fibrin DD(E), primary screen, biochemical, fluorescence polarization, human fibrin, Tn7 probe; Fibrinogen beta chain (Homo sapiens), P02675; FP displacement of FITC-Tn7 peptide from fibrin DD(E); 0% = median of compound wells per plate; inhibition, % at 8.3 µM; 0.13% of 370,000 active; AID 720508, 2013;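 active = inhibition above the mean of compounds falling within the control limits plus 3 SD of them, cut at about 14% in these data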;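 note: 0% = plate median of compound wells and 100% = 10 µM Aha-Tn7 peptide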
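System: human fibrin DD(E); quantity: Fibrin-DD(E) at 2 µM final; also added: fluorescent Tn7 probe at 0.1 µM; compound dosing: single nominal test concentration of 8.3 µM per compound; schedule: 10 min preincubation, 3 h with tracer, room temperature; detection: fluorescence polarization of the labelled Tn7 tracer; repeats: one replicate per compound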
PRMT1 FP inh – PRMT1 methyltransferase inhibitors, primary screen, biochemical, fluorescence polarization. Protein arginine N-methyltransferase 1 (Homo sapiens), Q99873. recombinant PRMT1, activity-based probe fluorescence polarization. inhibition, % at 2.79 µM. 1.3% of 370,000 active;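 active = inhibition above about 21% made by adding two undisclosed values, limit read from the data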
MBD2 DNA inh – inhibitors of MBD2 binding to methylated DNA, primary screen, biochemical, TR-FRET, DNA-binding domain, human; Methyl-CpG-binding domain protein 2 (Homo sapiens), Q9UBB5; MBD2 binding to methylated oligonucleotide; inhibition, % at 4.4 µM; 0.31% of 370,000 active; in the data active = inhibition above about 13%
SIAE primary – human SIAE inhibitors, primary screen, biochemical, fluorescence polarization, FP-Rh probe, 1536-well HTS | Sialate O-acetylesterase (Homo sapiens), Q9HAT2 | SIAE FP-Rh probe binding | inhibition, % at 9.66 µM | 0.69% of 370,000 active | AID 1053197, 2014;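 active = inhibition above a cutoff: mean of compounds within the control limits plus 3 SD of those, cut at about 17% in these data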;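 note: 0% = plate median of compound wells and 100% = probe without SIAE protein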
UHRF1 binding – UHRF1 methylated DNA binding inhibitors, primary screen, counter-screen for MBD2 inhibitor project, biochemical, TR-FRET, human UHRF1, single concentration. 0.75% of 370,000 active. UHRF1 binding to methylated oligo. AID 687016, 2013. E3 ubiquitin-protein ligase UHRF1 (Homo sapiens), Q96T88. inhibition, % at 4.4 µM; in the data active = inhibition above about 21%;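 note: UHRF1 SRA domain binding a hemimethylated CpG hairpin DNA probe; 0% = median of test compound wells and 100% = reference inhibitor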
LEDGF integ inh – blockers of LEDGF/p75-dependent integrase strand transfer – biochemical, TR-FRET, high throughput, primary screen; inhibition, % at 3.7 µM; HIV-1 integrase (with human LEDGF/p75); TR-FRET IN-LEDGF/p75 DNA integration, Eu/Cy5; 0.64% of 370,000 active;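 active = inhibition above the screen-wide mean plus 3 SD, cut at about 13% in these data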;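 note: signal is the Cy5 over europium emission ratio at 671 and 618 nm; 0% = plate median of compound wells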
TCR-CD3 inh – inhibitors of human TCR-CD3 interaction, primary screen, biochemical, fluorescence, TAMRA-labeled TCR probe; T-cell receptor (TCR); inhibition, % at 9.4 µM; 0.37% of 360,000 active; AID 651800, 2012; in the data active = inhibition above about 19%;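 note: recombinant mutant TCR 2C K166C tagged with TAMRA read by polarization; 0% = receptor in buffer alone and 100% = receptor with positive control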
TDP2 inh – human TDP2 enzyme inhibitors, primary screen, biochemical, epi absorbance, recombinant enzyme. 0.34% of 370,000 active. inhibition, % at 12.8 µM. AID 720702, 2013. T5PNP hydrolysis, p-nitrophenol absorbance 415 nm;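 active = inhibition above the mean of all tested compounds plus 3 SD, set per campaign, cut at about 25% in these data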;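 note: 0% = DMSO with enzyme and 100% = buffer with substrate but no TDP2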
Target sequence (O95551 whole entry, looked up): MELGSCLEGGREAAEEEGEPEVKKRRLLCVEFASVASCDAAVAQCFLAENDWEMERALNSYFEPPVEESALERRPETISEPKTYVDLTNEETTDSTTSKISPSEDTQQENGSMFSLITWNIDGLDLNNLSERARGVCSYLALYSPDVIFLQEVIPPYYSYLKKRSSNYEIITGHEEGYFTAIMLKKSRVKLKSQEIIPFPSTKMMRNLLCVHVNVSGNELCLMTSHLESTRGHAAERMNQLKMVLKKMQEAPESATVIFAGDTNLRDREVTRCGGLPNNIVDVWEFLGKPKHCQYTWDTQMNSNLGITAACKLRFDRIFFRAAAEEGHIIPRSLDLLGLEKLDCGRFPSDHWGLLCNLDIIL
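Evaluation: % inhibition relative to enzyme-containing and enzyme-free wells. Material: recombinant human TDP2. Benchmarks: enzyme-free and DMSO wells. Timing: enzyme reaction with compound for 2 h at 37 °C. Compound dosing: 12.8 µM only. Measured by: p-Nitrophenol epi absorbance. Reagent: T5PNP substrate at 5 mM, a TopII-DNA adduct mimic. Replication: single well per compound.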
proKLK7 act – proKLK7 zymogen activators, primary screen, biochemical, fluorescence intensity. 0.9% of 370,000 active. purified proKLK7, EDANS-DABCYL substrate fluorescence; 100% is mature enzyme control, 0% vehicle. Kallikrein-7 (Homo sapiens), P49862. activation, % at 7 µM. AID 652039, 2013;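 active = activation above the mean of all tested compounds plus 3 SD, computed per campaign excluding outliers beyond control limits, cut at about 13% in these data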
Target sequence (P49862 whole entry, looked up): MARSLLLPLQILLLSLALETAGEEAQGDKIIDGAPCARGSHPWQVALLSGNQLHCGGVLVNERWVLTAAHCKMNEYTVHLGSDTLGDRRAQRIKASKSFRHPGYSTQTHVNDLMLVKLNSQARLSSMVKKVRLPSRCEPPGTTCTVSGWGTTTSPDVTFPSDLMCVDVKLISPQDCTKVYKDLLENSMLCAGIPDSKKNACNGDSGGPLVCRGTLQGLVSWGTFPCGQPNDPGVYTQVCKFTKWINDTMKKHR
An asterisk follows results filed as active; / = no result given.

Short forms – A = DDE Tn6 FP inh; B = DDE Tn7 FP inh; C = PRMT1 FP inh; D = MBD2 DNA inh; E = SIAE primary; F = UHRF1 binding; G = LEDGF integ inh; H = TCR-CD3 inh; I = TDP2 inh; J = proKLK7 act
> COc1ccc(CSc2nc(C)[nH]c2[N+](=O)[O-])cc1[N+](=O)[O-]
  A = 2.5 | B = -0.9 | C = -0.5 | D = -4.6 | E = -6.3 | F = -3.6 | G = -2.5 | H = 2.0 | I = -2.0 | J = 0.4
> CCN1CCN(C(=O)Nc2ccccc2OC)CC1
  A = 6.2 | B = -0.1 | C = -0.6 | D = 14.1* | E = 0.9 | F = -0.8 | G = 1.3 | H = 1.8 | I = 6.7 | J = -0.4
> O=C(O)C1C2CC3OC(=O)C1C3C2 (stereo not given)
  A = 0.7 | B = -7.1 | C = -1.5 | D = -0.5 | E = -4.0 | F = -0.4 | G = -0.2 | H = -3.9 | I = 3.2 | J = -0.3
> CCC(=O)N1CCc2cc(Br)c(S(=O)(=O)NCCCN(C)Cc3ccccc3)cc21
  A = -2.9 | B = 0.7 | C = -1.3 | D = -2.1 | E = 5.1 | F = -2.0 | G = -0.2 | H = / | I = 1.6 | J = -0.4
> S=C1N(c2ccccc2)CN(C2CCCCC2)CN1c1ccccc1
  A = -5.6 | B = 0.0 | C = -1.6 | D = 0.2 | E = -0.8 | F = 2.6 | G = -6.9 | H = -7.7 | I = -10.7 | J = 0.3
> COc1ccc(C)cc1S(=O)(=O)N1CCC2(CC1)OCCN2S(=O)(=O)c1cccs1
  A = 3.7 | B = 1.0 | C = -8.6 | D = -0.3 | E = 5.2 | F = 1.1 | G = 1.2 | H = -0.8 | I = 3.5 | J = -0.1
> C[C@H](CO)N1C[C@H](C)[C@@H](CN(C)Cc2ccccc2)Oc2c(NS(=O)(=O)c3ccc(F)cc3)cccc2C1=O
  A = -6.9 | B = 6.0 | C = 0.2 | D = 4.9 | E = -4.7 | F = -2.8 | G = -2.5 | H = 0.6 | I = 12.1 | J = 0.9
> COc1cccc(/C=N/NC(=O)c2ccc(CN3c4cccc5cccc(c45)S3(=O)=O)cc2)c1
  A = -2.3 | B = 5.2 | C = -2.5 | D = -1.1 | E = -16.0 | F = -3.5 | G = 1.5 | H = 2.7 | I = 3.5 | J = 0.7
> O=C(N/N=C/c1cc(Br)c(O)c(Br)c1)c1cc2c(ccc3ccccc32)o1
  A = -33.6 | B = -7.5 | C = 10.7 | D = -2.9 | E = 57.4* | F = -2.4 | G = 9.0 | H = 14.7 | I = -3.5 | J = 2.2
> N#C/C(=C(/O)CCl)c1nnc2n1CCCCC2
  A = -2.5 | B = -1.4 | C = 5.5 | D = 1.6 | E = 1.8 | F = 3.3 | G = -4.0 | H = -4.3 | I = -0.5 | J = 0.4

Complete entries from above. Order of screens: DDE Tn6 FP inh	DDE Tn7 FP inh	PRMT1 FP inh	MBD2 DNA inh	SIAE primary	UHRF1 binding	LEDGF integ inh	TCR-CD3 inh	TDP2 inh	proKLK7 act
N#C/C(=C(/O)CCl)c1nnc2n1CCCCC2 is listed as -2.5	-1.4	5.5	1.6	1.8	3.3	-4.0	-4.3	-0.5	0.4
COc1cccc(/C=N/NC(=O)c2ccc(CN3c4cccc5cccc(c45)S3(=O)=O)cc2)c1 is listed as -2.3	5.2	-2.5	-1.1	-16.0	-3.5	1.5	2.7	3.5	0.7
CCC(=O)N1CCc2cc(Br)c(S(=O)(=O)NCCCN(C)Cc3ccccc3)cc21 is listed as -2.9	0.7	-1.3	-2.1	5.1	-2.0	-0.2	/	1.6	-0.4

(listing goes on)
Short forms – A = DDE Tn6 FP inh; B = DDE Tn7 FP inh; C = PRMT1 FP inh; D = MBD2 DNA inh; E = SIAE primary; F = UHRF1 binding; G = LEDGF integ inh; H = TCR-CD3 inh; I = TDP2 inh; J = proKLK7 act
> Cc1ccc(-c2csc(/C(C#N)=C/Nc3ccc4c(c3)OCCO4)n2)cc1
  A = -1.0 | B = 3.3 | C = -3.4 | D = 1.4 | E = 3.9 | F = -2.5 | G = -0.6 | H = 1.9 | I = 9.6 | J = 0.0
> COCCN(C(=O)c1ccccc1)c1nnc(-c2cccnc2)s1
  A = -3.5 | B = -2.2 | C = -1.3 | D = -2.9 | E = 1.7 | F = -2.6 | G = -1.0 | H = 8.2 | I = 2.3 | J = 0.7
> COCCNC(=O)c1ccc(CS(=O)(=O)c2ccccc2OC)o1
  A = -0.7 | B = -2.9 | C = 2.2 | D = -8.7 | E = 5.6 | F = -0.2 | G = 5.3 | H = -0.7 | I = 10.5 | J = 0.5
> CCOc1ccc(S(=O)(=O)N(CC)CC(=O)NCc2ccncc2)cc1C
  A = 0.2 | B = 5.2 | C = 0.1 | D = 4.0 | E = -3.5 | F = 0.8 | G = -0.8 | H = 0.1 | I = 3.2 | J = 0.3
> OC1(c2ccc(Cl)cc2)CCN(Cc2cn[nH]c2-c2ccccc2)CC1
  A = 2.6 | B = 2.3 | C = 2.8 | D = 3.2 | E = -4.7 | F = 1.6 | G = 1.1 | H = -0.5 | I = -6.3 | J = 0.6
> CCOC(=O)c1ccc(NC(=S)Nc2ccc(Cl)cn2)cc1
  A = -0.6 | B = 6.5 | C = 3.2 | D = 2.6 | E = 0.7 | F = 0.3 | G = -3.9 | H = -5.2 | I = 15.4 | J = 0.5
> Cc1cc(SCC(=O)N/N=C/c2ccc(C(=O)O)cc2)nc2ccccc12
  A = 0.2 | B = 2.2 | C = -3.3 | D = -1.9 | E = 0.5 | F = -0.7 | G = -4.6 | H = -4.8 | I = 10.9 | J = -0.3
> C#CCNCCS(=O)(=O)N(Cc1ccc(Br)cc1)[C@@H](C)C(=O)O
  A = 0.7 | B = -6.7 | C = 0.3 | D = 2.1 | E = 6.5 | F = -0.9 | G = -0.7 | H = 4.7 | I = 0.5 | J = -0.2
> COc1ccc(-c2cc3nc(-c4ccccc4)cc(N4CCN(C(=O)c5ccoc5)CC4)n3n2)cc1
  A = -9.2 | B = 1.6 | C = -4.0 | D = -2.2 | E = -22.8 | F = 0.0 | G = 6.0 | H = -2.9 | I = -3.6 | J = -60.1
> Clc1ccc(CNCCC2=CCCCC2)cc1
  A = -0.7 | B = 3.3 | C = 0.9 | D = -0.4 | E = -0.6 | F = 0.2 | G = -2.3 | H = 1.9 | I = 8.1 | J = -0.4

Quoted from the listing:
COc1ccc(CSc2nc(C)[nH]c2[N+](=O)[O-])cc1[N+](=O)[O-] in LEDGF integ inh is listed with -2.5
Clc1ccc(CNCCC2=CCCCC2)cc1 in proKLK7 act is listed with -0.4
COc1ccc(C)cc1S(=O)(=O)N1CCC2(CC1)OCCN2S(=O)(=O)c1cccs1 in DDE Tn6 FP inh is listed with 3.7
OC1(c2ccc(Cl)cc2)CCN(Cc2cn[nH]c2-c2ccccc2)CC1 in TCR-CD3 inh is listed with -0.5
O=C(O)C1C2CC3OC(=O)C1C3C2 (stereo not given) in TDP2 inh is listed with 3.2

Further compounds:
Short forms – A = DDE Tn6 FP inh; B = DDE Tn7 FP inh; C = PRMT1 FP inh; D = MBD2 DNA inh; E = SIAE primary; F = UHRF1 binding; G = LEDGF integ inh; H = TCR-CD3 inh; I = TDP2 inh; J = proKLK7 act
> Cc1ccccc1OCC(=O)NS(=O)(=O)c1ccc(Cl)cc1
  A = -2.9 | B = -4.9 | C = 4.6 | D = 14.4* | E = 6.8 | F = -1.7 | G = 0.0 | H = -0.2 | I = 5.0 | J = 0.4
> Nc1nc(Nc2ccccc2)nc(N2CCCC2)c1[N+](=O)[O-]
  A = -5.3 | B = -4.7 | C = 0.1 | D = -6.0 | E = -1.5 | F = 1.0 | G = 1.3 | H = -4.4 | I = -6.5 | J = 0.3
> c1nc(NCc2ccc3c(c2)OCO3)c2cc(-c3ccc4c(c3)OCCO4)ccc2n1
  A = -0.2 | B = 6.0 | C = -0.2 | D = -0.3 | E = -53.8 | F = 1.5 | G = -0.8 | H = -2.4 | I = 2.6 | J = -3.4
> O=C(COC(=O)CNC(=O)c1ccccc1)NCc1ccc2c(c1)OCO2
  A = -0.5 | B = -1.6 | C = 2.4 | D = 4.1 | E = 6.5 | F = -0.6 | G = -6.0 | H = -9.8 | I = 0.8 | J = 0.0

Screens deposited in PubChem BioAssay by The Scripps Research Institute Molecular Screening Center.
